rCAG RNA binder: binders of r(CAG) RNA repeats, primary screen, biochemical, fluorescence. inhibition, % at 3 µM. 370,000 tested, 1.3% active. AID 651821, 2012. r(CAG) RNA repeat, TO-PRO-1 dye displacement fluorescence;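 active = inhibition above the plate cutoff, the mean of all test compounds on that plate plus 3 SD, cut at about 35% in these data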;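 note: 0% = DMSO alone and 100% = 100 µM mitoxantrone as full dye displacement; higher means more dye released from RNA so lower well fluorescence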
ARFGAP1 inhibitor: inhibitors of rat ARFGAP1 GAP activity, primary screen, biochemical, fluorescence polarization, GDP tracer | ADP-ribosylation factor GTPase-activating protein 1 (Rattus norvegicus), Q62848 | Arfgap1-stimulated ARF1 GTP hydrolysis, GDP FP detection | inhibition, % at 16.5 µM | 360,000 tested, 0.26% active;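 active = inhibition above a per-plate limit, mean inhibition of low control wells plus 3 SD, cut at about 25% in these data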;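 note: 0% = DMSO wells with enzyme and 100% = wells lacking Arfgap1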
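Material: rat Arfgap1 GAP domain (His6, aa 1-136), purified enzyme. Also added: human ARF1(Δ1-17)-GTP substrate. Compound dosing: 16.5 µM single point, 1.26% DMSO. Timing: enzyme reaction 120 min at 25 °C after 20 min preincubation. Signal: GDP detection by fluorescence polarization. Read-out basis: percent inhibition of GAP-stimulated GDP formation, scaled between DMSO and no-Arfgap1 medians.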
KLK7 zymogen act: proKLK7 zymogen activators, primary screen, biochemical, fluorescence intensity; Kallikrein-7 (Homo sapiens), P49862; purified proKLK7, EDANS-DABCYL substrate fluorescence; 100% is mature enzyme control, 0% vehicle; activation, % at 7 µM; 370,000 tested, 0.9% active;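 active = activation above the mean of all tested compounds plus 3 SD, computed per campaign excluding outliers beyond control limits, cut at about 13% in these data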
GC-B act: human GC-B receptor activators, primary screen, HEK293 GC-B cells, cGMP TR-FRET, EC30 CNP | Atrial natriuretic peptide receptor 2 (Homo sapiens), P20594 | 0% at EC30 CNP, 100% saturating CNP | activation, % at 10 µM | 370,000 tested, 0.11% active | AID 1920062, 2024;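 active = activation at 10 µM reaching about 35% in either raw or pattern-adjusted values, limit read from the data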
ADAM10 inh: human ADAM10 inhibitors, primary screen, biochemical, QFRET, HTS; inhibition, % at 7 µM; Disintegrin and metalloproteinase domain-containing protein 10 (Homo sapiens), O14672; recombinant ADAM10, EDANS/DABCYL FRET peptide cleavage, 3 h; 370,000 tested, 0.62% active;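 active = inhibition above a per-campaign cutoff equal to the mean of compounds falling between control-based bounds plus 3 SD, cut at about 20% in these data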;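 note: 0% = DMSO wells while the 100% control is not disclosed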
Target sequence (O14672 214-748 limits assumed): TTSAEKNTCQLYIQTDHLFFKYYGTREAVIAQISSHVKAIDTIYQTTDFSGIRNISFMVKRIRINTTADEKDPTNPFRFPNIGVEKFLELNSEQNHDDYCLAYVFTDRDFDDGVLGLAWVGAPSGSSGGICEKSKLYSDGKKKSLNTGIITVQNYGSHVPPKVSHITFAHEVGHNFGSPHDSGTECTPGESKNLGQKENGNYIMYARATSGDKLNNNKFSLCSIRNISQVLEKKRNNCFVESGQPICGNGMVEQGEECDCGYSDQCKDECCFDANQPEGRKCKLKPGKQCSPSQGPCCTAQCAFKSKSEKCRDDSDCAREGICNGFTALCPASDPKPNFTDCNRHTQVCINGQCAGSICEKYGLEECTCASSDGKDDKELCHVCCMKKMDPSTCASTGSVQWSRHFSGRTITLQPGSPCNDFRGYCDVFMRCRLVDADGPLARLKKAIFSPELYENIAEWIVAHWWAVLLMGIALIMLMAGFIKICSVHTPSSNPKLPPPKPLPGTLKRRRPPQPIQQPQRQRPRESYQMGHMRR
GC-A act: GC-A stimulated cGMP production enhancers – HEK293 GC-A cells, cGMP TR-FRET, EC30 ANP, primary screen | Atrial natriuretic peptide receptor 1 (Homo sapiens), P16066 | 370,000 tested, 0.14% active | activation, % at 10 µM | 0% at EC30 ANP, 100% saturating ANP; in the data active = activation above about 40%
FXN GAA850 act: FXN promoter activators, primary screen, cell-based, luciferase luminescence, HEK293 lucGAA850 | HEK293 lucGAA850 FXN promoter luciferase reporter, 24 h; percent of 10 µM SAHA response | activation, % at 6 µM | 360,000 tested, 0.56% active;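 active = activation above the average of all compounds screened plus 3 SD, cutoff fixed separately per campaign, cut at about 7.5% in these data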;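 note: 0% = DMSO wells and 100% = 10 µM SAHA wells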
HGIII-sPLA2 inh: human group III sPLA2 inhibitors, primary screen, biochemical, QFRET, BODIPY PC-A2 liposome substrate; QFRET BODIPY PC-A2 liposome hydrolysis, fluorescence; Group 3 secretory phospholipase A2 (Homo sapiens), Q9NZ20; 370,000 tested, 0.56% active; inhibition, % at 12.2 µM; AID 743126, 2013;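 active = inhibition above mean plus 3 SD of compounds lying within the high and low control bounds, cut at about 19% in these data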;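 note: 0% = median of test compound wells and 100% = no enzyme DMSO wells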
DDE Tn6 FP inh: inhibitors of Tn6 peptide binding to fibrin DD(E), primary screen, biochemical, fluorescence polarization, human fibrin, Tn6 probe. Fibrinogen beta chain (Homo sapiens), P02675. Fibrin DD(E) TRITC-Tn6 fluorescence polarization displacement. inhibition, % at 8.3 µM. 370,000 tested, 0.21% active;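 active = inhibition above a per-campaign cutoff: mean of compounds within control limits plus 3 SD, cut at about 15% in these data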;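 note: 0% = median of all compound wells on the plate and 100% = blocking peptide control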
Target sequence (P02675 whole entry, looked up): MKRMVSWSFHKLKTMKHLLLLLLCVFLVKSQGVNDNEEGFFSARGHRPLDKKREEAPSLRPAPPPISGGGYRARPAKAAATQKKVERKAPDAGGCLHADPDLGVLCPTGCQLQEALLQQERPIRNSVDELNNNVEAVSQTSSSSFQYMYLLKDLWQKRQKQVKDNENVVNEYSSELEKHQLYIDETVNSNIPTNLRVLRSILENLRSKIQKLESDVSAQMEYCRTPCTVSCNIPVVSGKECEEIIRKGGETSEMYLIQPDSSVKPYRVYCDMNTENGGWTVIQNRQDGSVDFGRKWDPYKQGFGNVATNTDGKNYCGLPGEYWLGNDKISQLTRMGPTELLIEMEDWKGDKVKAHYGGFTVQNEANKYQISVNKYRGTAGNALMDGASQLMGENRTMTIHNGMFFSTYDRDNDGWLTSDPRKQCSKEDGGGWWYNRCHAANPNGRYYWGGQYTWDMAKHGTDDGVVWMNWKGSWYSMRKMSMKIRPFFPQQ
ASAP1 GAP inh: inhibitors of human ASAP1 ArfGAP activity, primary screen, biochemical, fluorescence polarization; Arf-GAP with SH3 domain, ANK repeat and PH domain-containing protein 1 (Homo sapiens), …; ASAP1-stimulated ARF1 GTP hydrolysis, GDP FP detection; inhibition, % at 16.5 µM; 360,000 tested, 0.19% active; in the data active = inhibition above about 25%;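 note: 0% = vehicle with enzyme and substrate and 100% = no enzyme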
* hit, by the source's call; i = inactive; . = no result given.

SMILES	rCAG RNA binder	ARFGAP1 inhibitor	KLK7 zymogen act	GC-B act	ADAM10 inh	GC-A act	FXN GAA850 act	HGIII-sPLA2 inh	DDE Tn6 FP inh	ASAP1 GAP inh
Cn1c(NCC(O)CO)nc2c1c(=O)n(Cc1ccc(Cl)c(Cl)c1)c(=O)n2C (stereo not drawn)	6.7	2.1	-0.2	16.2	8.4	17.1	1.6	1.8	0.7	4.1
COC(=O)COc1ccc(S(=O)(=O)N2CCOCC2)cc1C	-1.6	-10.9	1.0	3.0	1.7	1.2	0.5	3.7	-9.2	-16.9
NC(=O)NN=C1CCN2CCCc3cccc1c32	-1.1	-17.1	30.3*	0.7	-265.0	-1.0	1.0	-1.1	3.9	-7.5
O=C(NC1CCCN(C2Cc3ccccc3C2)C1)c1ccc(F)cc1Cl (stereo not drawn)	-0.2	9.3	1.3	-2.2	-17.2	0.8	2.1	-4.3	-4.3	8.0
COC(=O)C1=C(C(=O)OC)[C@@H]2N(Cc3ccccc3)c3ccccc3[C@@]23C[C@@H](C(=O)OC)N=C3N1	4.0	2.2	-0.5	-8.4	10.7	-6.7	0.2	-5.3	-5.5	7.3
CCN(CC)c1ccc(/C=C(/C#N)C(=O)NC(C)C)o1	-59.8	-3.5	1.2	-0.5	5.6	-2.0	2.6	-10.2	-5.0	2.1
FC(F)(F)c1ccc(CN2CCN(Cc3ccco3)CC2)cc1	-1.1	2.6	-0.1	6.8	0.7	-0.8	2.4	3.3	-6.7	-6.1
CCOc1ccc(C(=S)NC2CCCCC2)cc1OC	-3.3	7.1	-0.7	-0.5	6.7	7.6	2.8	8.7	4.5	-5.5
O=C(NN=Cc1cc(=O)[nH]c(=O)[nH]1)c1ccncc1	-0.2	9.6	0.1	0.8	-2.7	-3.4	0.3	5.5	-0.9	-5.1
Cc1cc2ncn(/N=C/c3ccc4c(c3)OCO4)c2cc1C	7.5	7.3	-5.6	-1.8	7.5	-10.5	3.0	-1.6	-11.7	5.1
Cc1[nH]c2ccccc2c1CCNC(=O)c1ccc2nccnc2c1	1.6	11.9	0.7	-9.7	-0.9	-2.6	2.6	2.0	-0.9	3.1
CC(=O)Nc1cccc(NC(=O)c2cccc3cccnc23)c1	7.9	-0.4	-0.2	1.5	-4.1	-3.7	-0.9	-1.0	-0.5	5.1
Cn1ncc(Br)c1C(=O)OCC(=O)Nc1nc(-c2ccccc2)cs1	5.2	4.2	-0.5	0.4	-0.8	6.0	3.7	-1.7	-4.4	9.2
CCOC(=O)N1CCC(Nc2c([N+](=O)[O-])cc(C(=O)O)cc2[N+](=O)[O-])CC1	5.2	-5.6	0.1	-0.1	8.4	3.7	-0.4	11.1	-1.8	-3.1
CCOC(=O)Cc1nc2nc(C)cc(C)n2n1	-1.7	0.5	-0.1	6.5	-5.2	5.4	0.5	2.1	0.5	-10.1
Cc1nc2sc(C(c3ccccc3)N3CCOCC3)c(O)n2n1 (stereo not drawn)	-1.5	-14.5	-0.4	-2.4	7.6	4.3	0.1	2.6	-2.2	-6.6
COCCNC(=O)C1CCCN(C(=O)c2sc(-c3ccccc3)nc2C)CC1 (stereo not drawn)	-0.3	4.4	-0.8	2.3	-10.8	1.0	0.7	-1.9	-2.7	-4.1
COc1cccc(C2c3c(-c4ccccc4)n[nH]c3C(=O)N2c2ccc(C(=O)O)cc2)c1 (stereo not drawn)	24.8	-3.7	0.3	4.4	-1.5	-3.0	2.6	-8.6	10.8	-14.4
O=C(Oc1ccc(/C=N/Nc2ccccc2)cc1)c1ccccc1	4.4	-10.2	0.6	-1.1	0.1	1.5	0.8	-4.9	-2.2	0.7
COc1ccc(-c2cc(C(=O)N(C)Cc3ccc(OC)c(OC)c3OC)c3ccccc3n2)cc1OC	-6.1	-5.2	5.5	-4.7	-100.3	1.8	-6.8	-3.1	-3.0	8.0
O=C(NNC(=O)c1ccc(=O)[nH]c1)c1ccc(NS(=O)(=O)c2cccs2)cc1	2.9	-8.9	-0.2	-5.3	5.5	0.2	1.5	-8.5	-3.7	-0.2
COc1cc2c(cc1NC(=S)Nc1cccc3ccccc13)oc1ccccc12	21.9	-3.0	-11.2	-3.8	-487.4	-2.3	3.2	14.1	1.6	-0.8
Cc1ccc(CN(C)C(=O)CSc2nnc3n2CCCCC3)c(C)c1	-1.2	-7.0	-0.5	2.6	-5.6	2.7	0.9	4.4	-5.4	4.1
COc1ccc(NC(=O)C(=O)c2cn(CC(=O)N3CCOCC3)c3ccccc23)cc1OC	3.9	17.0	0.5	4.0	13.0	0.1	1.1	-2.0	-9.7	0.5
CC1=C(O)c2ccccc2C(=O)C1=O	1.1	-2.7	-0.2	-14.0	-10.4	-7.0	-2.8	17.1	9.0	10.8

Reprinted from the part before: 2 compounds; new compounds follow.
SMILES	rCAG RNA binder	ARFGAP1 inhibitor	KLK7 zymogen act	GC-B act	ADAM10 inh	GC-A act	FXN GAA850 act	HGIII-sPLA2 inh	DDE Tn6 FP inh	ASAP1 GAP inh
COc1ccc(NC(=O)C(=O)c2cn(CC(=O)N3CCOCC3)c3ccccc23)cc1OC	3.9	17.0	0.5	4.0	13.0	0.1	1.1	-2.0	-9.7	0.5
CC1=C(O)c2ccccc2C(=O)C1=O	1.1	-2.7	-0.2	-14.0	-10.4	-7.0	-2.8	17.1	9.0	10.8
COC(=O)[C@]12C[C@H](CC(=O)N3CCCCC3)C(=O)N(Cc3ccccc3)C1=C[C@H](C1CCCC1)O[C@@H]2C	0.6	-6.5	0.9	-4.5	7.6	-6.5	.	3.4	8.2	-5.8
CCOC(=O)C1=C(COC(=O)c2ccc(C)c(S(=O)(=O)N3CCOCC3)c2)NC(=O)NC1C (stereo not drawn)	-6.0	11.0	0.2	1.6	0.0	-1.7	0.9	-4.4	3.5	0.8
CC1(C)Cc2ccccc2C(N/N=C/c2ccc([N+](=O)[O-])cc2)=N1	-0.6	5.9	-0.1	-4.5	-1.6	4.6	-3.0	8.1	-7.8	-3.7
Cc1ccc(S(=O)(=O)N2CCN(C(=O)CCc3nc4ccccc4c(=O)[nH]3)CC2)c(C)c1	-2.2	17.3	0.4	-3.7	-10.1	-5.1	1.7	-4.6	-0.8	-11.5
COc1cccc(N/C(N)=N/c2nc(C(F)(F)F)cc(=O)[nH]2)c1	-1.9	4.0	0.3	-0.9	-5.4	-3.8	0.0	2.8	-0.8	-5.5
COc1ccc(NC(=O)N(O)C2(C#N)CCCCC2)cc1	0.5	6.4	-0.1	-3.4	-5.5	-1.0	4.8	7.9	-4.3	8.6
CCOC(OCC)c1cn(Cc2ccc(C(=O)c3ccccc3)cc2)nn1	-7.3	7.1	-0.1	12.0	-4.1	-3.3	-0.6	7.6	-4.5	-7.3
COc1cccc(S(=O)(=O)N(C)C[C@H]2Oc3cc(Br)ccc3S(=O)(=O)N([C@@H](C)CO)C[C@H]2C)c1	4.7	8.6	-0.1	-6.8	10.2	-3.7	-0.9	-19.9	3.4	11.1
COc1cccc(C2=NN(C(=O)CCCC(=O)O)C(c3cccs3)C2)c1 (stereo not drawn)	4.8	-6.7	0.2	6.1	-4.3	-4.2	2.6	-2.3	-3.8	1.4
CN1C(=O)CSc2ccc(NC(=O)N3CCN(c4ccccn4)CC3)cc21	0.5	10.8	0.2	-4.0	-2.5	-0.6	-1.1	-9.4	-4.5	1.0
CC(OC(=O)/C=C/c1ccc2ccccc2n1)C(=O)Nc1ccc(S(N)(=O)=O)cc1 (stereo not drawn)	12.6	8.4	-4.2	-4.8	-37.3	-0.5	-3.2	-2.8	-2.6	-6.8
COc1ccccc1CC(=O)N1CCN(C(=O)c2ccco2)CC1	-3.6	-1.7	0.9	-0.9	-3.2	0.5	0.6	-9.5	-3.2	1.6
CC(Sc1nnc(-c2cccs2)n1-c1ccccc1)C(=O)NCc1ccco1 (stereo not drawn)	-4.3	-1.0	0.5	-3.5	-3.2	-3.2	4.3	-2.4	6.7	8.1
CCOC(=O)c1cc2ccc3ccccc3c2oc1=O	5.8	-9.6	53.0*	-4.1	i	0.9	1.9	2.9	-10.7	-5.3
Cc1ccc(C(C)C)cc1S(=O)(=O)NCc1ccccn1	-2.1	-3.2	-0.2	6.2	2.0	-0.2	0.6	-0.9	-5.8	12.4
O=C(O)c1cc(S(=O)(=O)Nc2cccc(S(=O)(=O)N3CCCC3)c2)ccc1Cl	9.1	-0.2	0.4	-1.5	0.9	1.3	2.1	-1.9	0.4	6.1
CC(OC(=O)CN1C(=O)NC2(CCCC2)C1=O)C(=O)Nc1cccc(Cl)c1Cl (stereo not drawn)	-4.3	-4.0	0.9	8.8	-3.5	1.5	0.9	5.5	-4.2	-2.4
CC(=O)Nc1ccc(SCC(=O)c2ccc(Br)s2)cc1	6.6	-3.7	0.3	2.5	1.8	-3.9	4.7	-45.9	5.1	4.2
Cc1cccc(-c2nnc(SCC3CNC(=O)O3)n2-c2ccc(Cl)cc2)c1 (stereo not drawn)	-2.7	-1.6	-0.4	-22.8	1.5	-33.4	2.9	-1.4	0.7	10.2
CN(C)S(=O)(=O)c1cccc(NC(=O)CNCc2ccccn2)c1	-0.1	-0.4	-0.2	2.7	-1.0	-0.6	-0.3	0.0	-2.5	-20.9
O=C1COc2ccc(C(=O)COC(=O)CCc3ccc(S(=O)(=O)N4CCOCC4)cc3)cc2N1	3.9	-7.5	0.0	-2.3	-18.0	-4.2	0.4	-4.4	2.1	-5.9
COc1ccccc1C(=O)NCCC(=O)NNC(=O)c1ccccc1O	-0.7	16.3	-6.4	-2.9	-161.3	-1.0	1.1	0.4	-1.2	11.9
Cc1ccc(C(=O)Nc2ccc3c(c2)C(=O)NC3=O)cc1	2.7	25.2*	-29.6	-7.7	-158.1	-3.2	1.0	1.4	5.9	13.2
Cc1ccc2nc(SCC(=O)Nc3cc(C)on3)c(C)cc2c1	0.8	4.4	-0.7	-5.5	-6.5	-1.4	2.5	-0.4	-1.9	-7.8
COc1ccc(Cn2c(C3CC3)nc3ccc(NC(C)=O)cc3c2=O)cc1	-2.6	-6.2	0.6	7.2	-7.9	8.2	5.0	-11.8	-3.4	-1.8
NS(=O)(=O)c1ccccc1NC(=S)Nc1ccccc1S(N)(=O)=O	-0.7	1.7	0.2	6.2	11.1	1.3	3.7	-1.2	-4.5	-4.9
COc1cc(C(=O)Nc2ccc(N3CCN(C(=O)c4ccc(C)cc4)CC3)cc2)cc(OC)c1OC	-4.4	6.1	-0.4	1.9	-3.1	5.6	-1.2	5.7	2.4	2.1
Cc1nc2ccccc2n1CC(O)Cn1c(C(F)(F)F)nc2ccccc21 (stereo not drawn)	-6.2	-2.5	-0.8	-5.5	8.8	-3.0	-0.6	9.8	2.6	-7.0
